Mm-Cpn inhibitor: Inhibitors of TCP-1 ring complex (TRiC) of Methanococcus maripaludis (MmCpn): qHTS; Potency, µM (highest dose often 76.9 µM), for the others: at the top dose activity, negative = inhibition, hits mostly inhibitors; Chaperonin Mm-Cpn (Methanococcus maripaludis); purified Mm-Cpn ATPase, ADP Transcreener TR-FRET; 0.031% of 330,000 active; AID 504842, 2011; active means well fitted inhibition curve with a large enough effect; inconclusive means small, poorly fitted or top-dose-only effect; further: nearly all actives have a fitted effect of over 80% in size
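Purified archaeal Mm-CPN (25nM final) preincubated 10 min at 37degC with compound, then 10uM ATP for 30 min at 37degC; ADP measured by HTRF Transcreener TR-FRET; buffer 30 mM TRIS pH 7.4, 100mM KCl, 5mM MgCl2, 1mM DTT.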
Numbers without * were called inactive; ? = inconclusive; [ ] = another dose, or the depositor's remark. On the % scale 0 is the no-effect control and ±100 the full control effect; potency means the concentration at half of the fitted maximal effect. Not all compounds are listed; the hit share may differ from the screen's.

SMILES | Mm-Cpn inhibitor
CC(=O)OC[C@H]1O[C@H](C/C=N/OC[C@@H](O)[C@H]2O[C@@H]3OC(C)(C)O[C@@H]3[C@H]2O)C=C[C@@H]1OC(C)=O | 0%
COc1ccc(C2C(C(C)=O)=C(C)N=c3s/c(=C/c4ccc5c(c4)OCO5)c(=O)n32)cc1 (stereo unspecified) | 1%
O=C(CCl)c1ccc2c(c1)CCN2C(=O)C1CC1 | 0%
CCN1C(=O)/C(=c2\s/c(=C3\Sc4ccccc4N3C)c(=O)n2C)N(C)C1=S | -2%
COC(=O)C(C#N)c1nc2ccccc2nc1N1CCN(Cc2ccc3c(c2)OCO3)CC1 (stereo unspecified) | 1%
Oc1ccc(COC2CCN(Cc3ccccc3)C2)c2cccnc12 (stereo unspecified) | 2%
Cc1ccc2[nH]c3c(N4CCCCCC4)ncnc3c2c1 | -3%
Cc1cc(C(=O)NCC23CC4CC(CC(C4)C2)C3)c(C)o1 | -3%
CCOC(=O)N1CCC(NC(=O)c2ccc3c(c2)sc2nc(-c4ccc(OC)cc4)cn23)CC1 | -1%
CC1=NN(C(N)=S)C(=O)C1N=Nc1ccc(C)cc1C (stereo unspecified) | -12%
Fc1ccccc1/C=N/Nc1nc(-c2ccccn2)nc2ccccc12 | -3%
COc1cccc(-n2nnnc2SCC(=O)c2cc(OC)ccc2OC)c1 | -15%
CCOC(=O)c1csc(NC(=O)Nc2cccc(OC)c2)n1 | 0%
CC(C)C(=O)Nc1ccc(C(=O)N2CCN(C(=O)c3ccco3)CC2)cc1 | 2%
C/C(=N/NC(=O)C1CCCC1)c1ccc(NC(=O)C(F)(F)F)cc1 | 0%

Rewritten field by field: 4 of the compounds above.
CC(C)C(=O)Nc1ccc(C(=O)N2CCN(C(=O)c3ccco3)CC2)cc1
  Mm-Cpn inhibitor = 2%
Fc1ccccc1/C=N/Nc1nc(-c2ccccn2)nc2ccccc12
  Mm-Cpn inhibitor = -3%
COC(=O)C(C#N)c1nc2ccccc2nc1N1CCN(Cc2ccc3c(c2)OCO3)CC1 (stereo unspecified)
  Mm-Cpn inhibitor = 1%
Oc1ccc(COC2CCN(Cc3ccccc3)C2)c2cccnc12 (stereo unspecified)
  Mm-Cpn inhibitor = 2%

The listing continues:
SMILES | Mm-Cpn inhibitor
CC1(C)C(=O)OC(c2cccn2-c2cccc([N+](=O)[O-])c2)C2(CCCCC2)C1=O (stereo unspecified) | 0%
Cc1ccc2c(c1)SC1=NC(c3ccccc3)(C(F)(F)F)NC(=O)N12 (stereo unspecified) | 0%
COc1ccc(NC(=O)CCl)cn1 | -6%
CCN(CC)C(=O)c1sc(NC(=O)c2ccc(OC)c([N+](=O)[O-])c2)c(C#N)c1C | -1%
CCNC(=S)N/N=C/c1sccc1C | -9%
COc1ccc(CNC(=O)COC(=O)c2cc(-c3ccco3)nc3ccccc23)cc1 | -3%
COc1ccc2[nH]cc(C(=O)CN3CCCCC3C)c2c1 (stereo unspecified) | 0%
CCOC(=O)C1=C(N)n2c(s/c(=C\c3cccnc3)c2=O)=C(C(=O)OCC)C1c1cccnc1 (stereo unspecified) | -2%
O=C(OCc1nc2ccccc2s1)c1cc2ccccc2oc1=O | -4%
CCCC[C@]12Cc3cc(C#N)ccc3C(O1)c1c(c3ccccc3oc1=O)O2 | -2%[15.4 µM]
CCc1ccc(S(=O)(=O)/N=C2\C=CC(=O)c3ccccc32)cc1 | -4%
O=C1OCC2=C1C(c1ccc(F)cc1)CC(=O)N2c1ccc(F)cc1 (stereo unspecified) | 1%
CCc1nnc(NC(=O)c2ccc3c(c2)C(=O)N(CC(C)C)C3=O)s1 | 0%
CC(C)N(C(=S)NC1CCCCC1)c1ccccc1 | 0%
COc1ccc(C(=O)Oc2ccc(C(=S)N3CCCC3)cc2)cc1OC | 0%

Gathered by group: the entries above with fluorine (four)
SMILES | Mm-Cpn inhibitor
Fc1ccccc1/C=N/Nc1nc(-c2ccccn2)nc2ccccc12 | -3%
C/C(=N/NC(=O)C1CCCC1)c1ccc(NC(=O)C(F)(F)F)cc1 | 0%
Cc1ccc2c(c1)SC1=NC(c3ccccc3)(C(F)(F)F)NC(=O)N12 (stereo unspecified) | 0%
O=C1OCC2=C1C(c1ccc(F)cc1)CC(=O)N2c1ccc(F)cc1 (stereo unspecified) | 1%

5 compounds picked at random from those above:
SMILES | Mm-Cpn inhibitor
CCc1nnc(NC(=O)c2ccc3c(c2)C(=O)N(CC(C)C)C3=O)s1 | 0%
CCNC(=S)N/N=C/c1sccc1C | -9%
CCc1ccc(S(=O)(=O)/N=C2\C=CC(=O)c3ccccc32)cc1 | -4%
CCOC(=O)C1=C(N)n2c(s/c(=C\c3cccnc3)c2=O)=C(C(=O)OCC)C1c1cccnc1 (stereo unspecified) | -2%
O=C1OCC2=C1C(c1ccc(F)cc1)CC(=O)N2c1ccc(F)cc1 (stereo unspecified) | 1%

Further records follow:
SMILES | Mm-Cpn inhibitor
COc1cccc(C2C(C(C)=O)=C(O)C(=O)N2CCNCCO)c1 (stereo unspecified) | 0%
Cc1ccc2nc(NC(=O)C3CCCN(S(=O)(=O)c4cccc5nonc45)C3)sc2c1 (stereo unspecified) | -3%
Cn1c(N)c(C(=O)COC(=O)c2ccc(S(=O)(=O)N3CCCCC3)cc2)c(=O)n(C)c1=O | 3%
CCn1nc(C)c(/C=C2\CCCC3=C2OC(N)=C(C#N)C3c2c(C)nn(CC)c2C)c1C (stereo unspecified) | 1%
O=C(c1ccccc1)c1ccc(N2CCNCC2)cc1 | 1%
Cc1cccc(N2CCN(C(=O)c3ccc4c(c3)NC(=O)C(CSCc3cccc(F)c3)N4)CC2)c1C (stereo unspecified) | -6%
CCCCCCN(C(=O)CCCCCN1C(=O)NC(c2ccc(C3CCCCC3)cc2)C(C(=O)OCc2ccccc2)=C1C)C(C(=O)NCCCC)c1ccc(OCC(=O)OC)c(C(=O)OC)c1 (stereo unspecified) | 1%
Cc1[nH]nc2nc3c(c(OC(=O)c4ccccc4)c12)c(=O)n(C)c(=O)n3C | 2%
CCOc1cccc(C2c3c(oc4cc(C)c(C)cc4c3=O)C(=O)N2CCCN(C)C)c1 (stereo unspecified) | -2%
O=c1c2c3c(sc2nc2n1CCCCC2)CCCCC3 | 3%
Cc1ccc(NC(=O)CCSc2ccccc2)c(C)c1 | 1%
CCCn1c(SCC(=O)Nc2nnc(CC)s2)nc2c1c(=O)n(C)c(=O)n2C | 1%
COc1ccc2nc3n(c(=O)c2c1)-c1cc(Cl)ccc1C(=O)NC3Cc1ccccc1 (stereo unspecified) | 2%
CC(=O)Nc1ccccc1C(=O)C(=O)Nc1cccc(C(=O)NCc2ccc(C)cc2)c1 | 1%
CC1CCc2sc(C(=O)OC(C)C(=O)Nc3ncc(Cl)cc3Cl)cc2C1 (stereo unspecified) | -1%
O=C(c1cc2ccccn2n1)N1CCCC1 | 0%
CCCCn1c(=O)c(CCC(=O)OCC(=O)Nc2ccc(C)c(Cl)c2)nc2ccccc21 | -2%
COc1ccc(-c2cc(OC(=O)c3ccc(F)cc3)c3c(C)oc(C)c3c(=O)c2)cc1 | 0%
CC(=O)c1cnc(Nc2nc(C)c3ccccc3n2)nc1C | -2%
CC(=O)OC[C@H]1O[C@@H](O/N=C/C[C@@H]2C=C[C@H](OC(C)=O)[C@@H](COC(C)=O)O2)[C@H](OC(C)=O)[C@@H](OC(C)=O)[C@@H]1OC(C)=O | 4%
CCNC(=S)N/N=C/c1ccc(F)cc1 | -2%
O=C(O)c1ccccc1S | -1%
CC(=O)N1c2ccc(N=Cc3cc(Br)cc(Br)c3O)cc2CC1C (stereo unspecified) | -20%
Cc1cc(C)c2[nH]c(O)c(N=NC(=O)c3cc4c(s3)CCCC4)c2c1 | 0%
Cc1nc(NC(=O)c2ccccc2)sc1-c1csc(Nc2cccc(F)c2)n1 | -18%
CCC(C)C(NC(=O)C1CCC(C)CC1)C(=O)NC1CCN(Cc2ccccc2)CC1 (stereo unspecified) | 3%
CCOCC(=O)Nc1c(C)n(C)n(-c2ccccc2)c1=O | 7%
CC(=O)N1CCc2ccc(C(=O)CN3CCN(c4cccc(C)c4C)CC3)cc21 | 0%
c1nnc2c3c4c(sc3ncn12)CCCC4 | 1%
CN1CCc2nc(SCC(=O)Nc3ccc(F)cc3)c(C#N)cc2C1 | 0%
COc1ccccc1NC(=O)c1c(N=Cc2ccccc2O)cnn1C | 1%
CC1CCC2C(C1)OS(=O)(=O)NC2(C)C (stereo unspecified) | 0%
O=C1CN(c2nc(-c3ccccc3)c3cc(Br)ccc3n2)c2ccccc2N1 | -6%
N=C1C(c2nc3ccccc3c(=O)[nH]2)=C(O)CN1c1ccccc1 | 1%
CCCCN1CCCC1CNC(=O)c1cc(C#N)c2ccccc2c1OC (stereo unspecified) | 3%
COc1cc(/C=N/NC(=O)c2cncc(Br)c2)ccc1OC(=O)c1ccc2c(c1)OCO2 | -2%
CC(O)c1cccc(NC(=O)Cc2cccc3ccccc23)c1 (stereo unspecified) | 1%
Cc1ccccc1Nc1nc(-c2sc(NC(=O)c3ccc([N+](=O)[O-])cc3)nc2C)cs1 | -3%
COCCCNc1ncnc2c1[nH]c1ccccc12 | -2%
Cc1ccc2c(=O)n3c(nc2c1)C(Cc1ccccc1)NC(=O)c1cc(Cl)ccc1-3 (stereo unspecified) | -8%
O=C(CCC(=O)N1CCN(c2ccc(O)cc2)CC1)c1ccc(Br)cc1 | 0%
Cc1nc2cc(-c3ccc(F)cc3)nn2c(N2CCOCC2)c1C | 1%
O=C(Nc1ccc(Cl)cc1)c1nc[nH]c1C(=O)NCCCNC(=O)c1[nH]cnc1C(=O)Nc1ccc(Cl)cc1 | 0%
Cc1cc2cc(CNC(=O)c3cc4ccccc4o3)ccc2n1C | ?
